SIAE primary: inhibitors of human sialic acid acetylesterase SIAE | Q9HAT2 | SIAE FP-Rh probe binding, fluorescence polarization | inhibition, % at 9.66 µM | 370,000 tested, 0.69% active | AID 1053197;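 active means inhibition above a cutoff: mean of compounds within the control limits plus 3 SD of those, cut at about 17% in these data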;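 further: 0% = plate median of compound wells and 100% = probe without SIAE protein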
TDP2 absorb: TDP2 (human) inhibition, absorbance primary screen. recombinant TDP2, T5PNP hydrolysis, p-nitrophenol absorbance 415 nm. 370,000 tested, 0.34% active. inhibition, % at 12.8 µM;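 active means inhibition above the mean of all tested compounds plus 3 SD, set per campaign, cut at about 25% in these data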;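 further: 0% = DMSO with enzyme and 100% = buffer with substrate but no TDP2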
Target sequence (O95551 whole entry, looked up): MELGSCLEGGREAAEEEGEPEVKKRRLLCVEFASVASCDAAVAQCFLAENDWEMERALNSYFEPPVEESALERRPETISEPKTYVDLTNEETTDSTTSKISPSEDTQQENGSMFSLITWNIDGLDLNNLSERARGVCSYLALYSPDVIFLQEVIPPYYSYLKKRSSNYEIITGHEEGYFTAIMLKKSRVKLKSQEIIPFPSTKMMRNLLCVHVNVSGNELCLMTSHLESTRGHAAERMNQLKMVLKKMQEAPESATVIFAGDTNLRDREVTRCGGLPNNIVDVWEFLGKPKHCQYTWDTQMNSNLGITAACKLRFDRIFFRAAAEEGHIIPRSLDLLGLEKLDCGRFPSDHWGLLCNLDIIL
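System – recombinant human TDP2 · Quantity – TDP2 enzyme at 120 nM final · Doses – single concentration, 12.8 µM nominal, with 1% DMSO · Incubation – 2 h at 37 °C · Measured by – epi absorbance of p-nitrophenol freed from T5PNP by hydrolysis · Read-out – % inhibition relative to enzyme-containing and enzyme-free wells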
LEDGF integ inh: blocks HIV-1 LEDGF/p75-dependent DNA integration. 370,000 tested, 0.64% active. inhibition, % at 3.7 µM. TR-FRET IN-LEDGF/p75 DNA integration, Eu/Cy5. AID 743269;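 active means inhibition above the screen-wide mean plus 3 SD, cut at about 13% in these data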;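 further: signal is the Cy5 over europium emission ratio at 671 and 618 nm; 0% = plate median of compound wells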
PRMT1 inh: inhibitors of human PRMT1 | 370,000 tested, 1.3% active | recombinant PRMT1, activity-based probe fluorescence polarization | AID 652257 | inhibition, % at 2.79 µM;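 active means inhibition above about 21% made by adding two undisclosed values, limit read from the data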
PG9 binder: binds the HIV-1 gp120 antibody PG9. 360,000 tested, 0.43% active. inhibition, % at 6.7 µM. AID 624416. TR-FRET gp120-PG9 antibody binding; in the data active means inhibition above about 8.5%
HTRA1 inh: HTRA1 (human) protease inhibition. Q92743. recombinant HTRA1, FP-rhodamine activity-based probe, fluorescence polarization. inhibition, % at 5.96 µM. 340,000 tested, 0.5% active. AID 504803; in the data active means inhibition above about 36%;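 further: 0% = enzyme with DMSO and 100% = wells lacking enzyme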
ABHD4 inh: inhibitors of mouse ABHD4. Q8VD66. purified mABHD4, FP-Rh probe fluorescence polarization. inhibition, % at 8.92 µM. 370,000 tested, 0.54% active;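 active means inhibition exceeding the mean over every tested compound plus 3 SD, cut at about 30% in these data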;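 further: 0% = plate median of compound wells and 100% = S159A mutant with DMSO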
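Assay system: wild-type mouse ABHD4 protein; compound: single nominal dose of 8.92 µM, 0.89% DMSO final; schedule: 45 min + 60 min at 25 °C; measured by: FP readout, ex 525 nm / em 598 nm; evaluation: % inhibition of FP-Rh probe binding versus controls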
UHRF1 MBD2 ctr: human UHRF1 methylated DNA binding inhibitors; Q96T88; UHRF1 binding to methylated oligo, TR-FRET; inhibition, % at 4.4 µM; 370,000 tested, 0.75% active; AID 687016; in the data active means inhibition above about 21%;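 further: UHRF1 SRA domain binding a hemimethylated CpG hairpin DNA probe; 0% = median of test compound wells and 100% = reference inhibitor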
DDE Tn7 FP inh: disrupts Tn7 cyclic peptide binding to fibrin D-Dimer-E complex; AID 720508; 370,000 tested, 0.13% active; inhibition, % at 8.3 µM; P02675; FP displacement of FITC-Tn7 peptide from fibrin DD(E); 0% = median of compound wells per plate;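 active means inhibition above the mean of compounds falling within the control limits plus 3 SD of them, cut at about 14% in these data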;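 further: 0% = plate median of compound wells and 100% = 10 µM Aha-Tn7 peptide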
Target sequence (P02675 whole entry, looked up): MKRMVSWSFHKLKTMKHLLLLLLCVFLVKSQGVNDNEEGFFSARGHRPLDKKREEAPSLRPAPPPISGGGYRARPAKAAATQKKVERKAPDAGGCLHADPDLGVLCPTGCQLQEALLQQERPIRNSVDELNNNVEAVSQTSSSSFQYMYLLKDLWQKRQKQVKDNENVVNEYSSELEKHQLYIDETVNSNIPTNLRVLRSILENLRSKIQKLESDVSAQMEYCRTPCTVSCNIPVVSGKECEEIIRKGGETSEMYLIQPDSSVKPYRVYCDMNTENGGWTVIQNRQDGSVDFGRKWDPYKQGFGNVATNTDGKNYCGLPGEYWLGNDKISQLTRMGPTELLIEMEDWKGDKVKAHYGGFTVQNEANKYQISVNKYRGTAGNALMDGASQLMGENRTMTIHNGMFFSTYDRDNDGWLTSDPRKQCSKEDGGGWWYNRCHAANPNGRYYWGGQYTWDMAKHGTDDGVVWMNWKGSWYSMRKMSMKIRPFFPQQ
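assay system = human clot-derived fibrin DD(E) complex | quantity = Fibrin-DD(E) at 2 µM final | timing = 10 min preincubation, 3 h with tracer, room temperature | signal = fluorescence polarization | measure = percent inhibition | benchmarks = high control wells with 10 µM unlabelled Aha-Tn7 peptide (full inhibition) | replicates = singlicate testing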
TCR-CD3 inh: inhibitors of human TCR-CD3 interaction | 360,000 tested, 0.37% active | AID 651800 | TAMRA-labeled TCR probe fluorescence, biochemical | inhibition, % at 9.4 µM; in the data active means inhibition above about 19%;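 further: recombinant mutant TCR 2C K166C tagged with TAMRA read by polarization; 0% = receptor in buffer alone and 100% = receptor with positive control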
The depositor's hits bear a star.

Cc1ccc(S(=O)(=O)N2CCCCC2)cc1NC(=O)COC(=O)c1cccn1C was read as SIAE primary -1, TDP2 absorb 2, LEDGF integ inh -5, PRMT1 inh 4, PG9 binder 2.3, HTRA1 inh -8, ABHD4 inh -1, UHRF1 MBD2 ctr 40*, DDE Tn7 FP inh 6 and TCR-CD3 inh -8.
For CCN(c1ccccc1)S(=O)(=O)c1ccc(OC)c(NC(=O)c2ccc(=O)[nH]c2)c1 the results were SIAE primary 0, TDP2 absorb -2, LEDGF integ inh -2, PRMT1 inh 5, PG9 binder 0.1, HTRA1 inh -6, ABHD4 inh -7, UHRF1 MBD2 ctr -1, DDE Tn7 FP inh 3 and TCR-CD3 inh -3.
COc1ccccc1NC(=O)c1cc2ccccc2o1 was read as SIAE primary -2, TDP2 absorb -4, LEDGF integ inh 0, PRMT1 inh 0, PG9 binder -0.4, HTRA1 inh -13, ABHD4 inh -9, UHRF1 MBD2 ctr -1, DDE Tn7 FP inh 5 and TCR-CD3 inh 4.
Screening COC(=O)C1(C)CCCC2(C)C1CCC13OCC(CC21)C(O)(C(C)C)C3O (configuration not stated) returned SIAE primary -1, TDP2 absorb 5, LEDGF integ inh 1, PRMT1 inh -1, PG9 binder -0.8, HTRA1 inh -1, ABHD4 inh 7, UHRF1 MBD2 ctr 0, DDE Tn7 FP inh 4 and TCR-CD3 inh -3.
`COc1cccc(NC(=O)CN(C)C(=O)c2cc3c(s2)CCCCC3)c1` gave SIAE primary 4, TDP2 absorb 4, LEDGF integ inh -2, PRMT1 inh 1, PG9 binder 2.8, HTRA1 inh -15, ABHD4 inh -5, UHRF1 MBD2 ctr 0, DDE Tn7 FP inh 9 and TCR-CD3 inh -1.
Screening Cc1cc(C)c(C)c(S(=O)(=O)Nc2ccccc2C(=O)NCCCn2ccnc2)c1C returned SIAE primary 3, TDP2 absorb -7, LEDGF integ inh 2, PRMT1 inh -3, PG9 binder 3.9, HTRA1 inh 1, ABHD4 inh 6, UHRF1 MBD2 ctr 2, DDE Tn7 FP inh 9 and TCR-CD3 inh 14.
CCOC(=O)C1=CN(Cc2cccc(F)c2)S(=O)(=O)N(C)C1c1ccc(C(F)(F)F)cc1 (configuration not stated) was read as SIAE primary 0, TDP2 absorb 3, LEDGF integ inh -4, PRMT1 inh 7, PG9 binder -1.6, HTRA1 inh -23, ABHD4 inh -4, UHRF1 MBD2 ctr 1, DDE Tn7 FP inh 10 and TCR-CD3 inh -9.
Cc1ncsc1CCC(=O)N1CCCC(C(=O)c2ccc3c(c2)OCO3)C1 (configuration not stated) was read as SIAE primary 13, TDP2 absorb 8, LEDGF integ inh -4, PRMT1 inh 0, PG9 binder -0.6, HTRA1 inh 0, ABHD4 inh -1, UHRF1 MBD2 ctr 0, DDE Tn7 FP inh 7 and TCR-CD3 inh -10.
O=C(COc1ccccc1)Nn1cnc2ccccc21 was read as SIAE primary 3, TDP2 absorb -3, LEDGF integ inh 1, PRMT1 inh 7, PG9 binder -0.9, HTRA1 inh 1, ABHD4 inh 9, UHRF1 MBD2 ctr 0, DDE Tn7 FP inh -5 and TCR-CD3 inh 3.
`COc1ccc(S(=O)(=O)N(C)C[C@H]2Oc3ccc(NS(=O)(=O)c4cn(C)cn4)cc3C(=O)N([C@H](C)CO)C[C@@H]2C)cc1` gave SIAE primary 5, TDP2 absorb -8, LEDGF integ inh 0, PRMT1 inh 6, PG9 binder -0.7, HTRA1 inh -3, ABHD4 inh 2, UHRF1 MBD2 ctr 1, DDE Tn7 FP inh 1 and TCR-CD3 inh -3.
For COc1ccc(-c2noc(C3CCCN(C(=O)Nc4ccc(Cl)cc4)C3)n2)cc1 (configuration not stated) the results were SIAE primary -9, TDP2 absorb 0, LEDGF integ inh -4, PRMT1 inh -3, ABHD4 inh -23, UHRF1 MBD2 ctr 0 and DDE Tn7 FP inh 0.
Cc1nc2cc(-c3ccc(Cl)cc3)nn2c(C)c1CCC(=O)NCc1ccco1 was read as SIAE primary 2, TDP2 absorb -12, LEDGF integ inh 0, PRMT1 inh 0, PG9 binder 1.2, HTRA1 inh 7, ABHD4 inh 1, UHRF1 MBD2 ctr 2, DDE Tn7 FP inh 0 and TCR-CD3 inh 7.
Screening Cc1cc(C)c(SSc2nnnn2-c2ccccc2)c(C)c1 returned SIAE primary 5, TDP2 absorb 5, LEDGF integ inh -6, PRMT1 inh 11, PG9 binder 1.6, HTRA1 inh 6, ABHD4 inh 7, UHRF1 MBD2 ctr 1, DDE Tn7 FP inh 2 and TCR-CD3 inh 7.
For CCCc1n[nH]c(=O)c2c1nnn2Cc1ccccc1 the results were SIAE primary 8, TDP2 absorb -5, LEDGF integ inh 6, PRMT1 inh -2, PG9 binder -1.9, HTRA1 inh 3, ABHD4 inh -6, UHRF1 MBD2 ctr 0, DDE Tn7 FP inh 8 and TCR-CD3 inh 0.
`CCC(C)Oc1nc(C)cc(C)c1S(=O)(=O)c1ccccc1C` (configuration not stated) gave SIAE primary 2, TDP2 absorb -8, LEDGF integ inh -5, PRMT1 inh -4, PG9 binder -1.9, HTRA1 inh -3, ABHD4 inh -1, UHRF1 MBD2 ctr 1, DDE Tn7 FP inh 2 and TCR-CD3 inh -8.
Screening C=CCN1C(C(=O)OC)CN(Cc2cn(Cc3ccc(OC)cc3)nn2)CCS1(=O)=O (configuration not stated) returned SIAE primary 2, TDP2 absorb 3, LEDGF integ inh -4, PRMT1 inh 1, ABHD4 inh 1, UHRF1 MBD2 ctr 14 and DDE Tn7 FP inh -2.
CN(CC(=O)Nc1cccc(F)c1)C(=O)CCNC(=O)c1ccc(Br)cc1 was read as SIAE primary -1, TDP2 absorb 3, LEDGF integ inh -3, PRMT1 inh 1, PG9 binder -1.1, HTRA1 inh -3, ABHD4 inh 1, UHRF1 MBD2 ctr 1, DDE Tn7 FP inh 3 and TCR-CD3 inh 0.
`COc1ccc(S(=O)(=O)N2CCCN(CC(=O)Nc3ccc4c(c3)OCO4)CC2)cc1` gave SIAE primary -7, TDP2 absorb 7, LEDGF integ inh 0, PRMT1 inh -3, PG9 binder 0.2, HTRA1 inh 0, ABHD4 inh 2, UHRF1 MBD2 ctr -2, DDE Tn7 FP inh 3 and TCR-CD3 inh -3.
Screening CCC1=NN(C(=O)COc2ccccc2)C(O)(c2ccncc2)C1 (configuration not stated) returned SIAE primary 6, TDP2 absorb 9, LEDGF integ inh 4, PRMT1 inh 0, PG9 binder -1.9, HTRA1 inh 4, ABHD4 inh 0, UHRF1 MBD2 ctr 0, DDE Tn7 FP inh -4 and TCR-CD3 inh 3.
Screening CCCN1Cc2cccc(C(=O)NCCc3cccc(C)c3)c2C1=O returned SIAE primary 2, TDP2 absorb 6, LEDGF integ inh -1, PRMT1 inh 0, PG9 binder -1.3, HTRA1 inh -15, ABHD4 inh -8, UHRF1 MBD2 ctr -1, DDE Tn7 FP inh -7 and TCR-CD3 inh 8.

Random excerpt: 2 records from the list.
CCOC(=O)C1=CN(Cc2cccc(F)c2)S(=O)(=O)N(C)C1c1ccc(C(F)(F)F)cc1 (configuration not stated) was read as SIAE primary 0, TDP2 absorb 3, LEDGF integ inh -4, PRMT1 inh 7, PG9 binder -1.6, HTRA1 inh -23, ABHD4 inh -4, UHRF1 MBD2 ctr 1, DDE Tn7 FP inh 10 and TCR-CD3 inh -9.
Screening COC(=O)C1(C)CCCC2(C)C1CCC13OCC(CC21)C(O)(C(C)C)C3O (configuration not stated) returned SIAE primary -1, TDP2 absorb 5, LEDGF integ inh 1, PRMT1 inh -1, PG9 binder -0.8, HTRA1 inh -1, ABHD4 inh 7, UHRF1 MBD2 ctr 0, DDE Tn7 FP inh 4 and TCR-CD3 inh -3.

The list continues:
For Cc1noc(C)c1NC(=O)N(C)C[C@@H]1Oc2c(NC(=O)NC(C)C)cccc2C(=O)N([C@@H](C)CO)C[C@@H]1C the results were SIAE primary -3, TDP2 absorb -23, LEDGF integ inh 0, PRMT1 inh 0, PG9 binder 0.7, HTRA1 inh 6, ABHD4 inh -2, UHRF1 MBD2 ctr 1, DDE Tn7 FP inh -9 and TCR-CD3 inh -5.
CCOC(=O)C1=C(C)Nc2ccccc2N=C1NC(=O)C(CC)c1ccccc1 (configuration not stated) was read as SIAE primary 1, TDP2 absorb -10, LEDGF integ inh 2, PRMT1 inh -1, PG9 binder -0.3, HTRA1 inh -7, ABHD4 inh -5, UHRF1 MBD2 ctr 2, DDE Tn7 FP inh -3 and TCR-CD3 inh -9.
CCOc1ccc(S(=O)(=O)NC(C)C)cc1C(N)=O was read as SIAE primary -1, TDP2 absorb -7, LEDGF integ inh 5, PRMT1 inh -2, PG9 binder -1.3, HTRA1 inh -2, ABHD4 inh -3, UHRF1 MBD2 ctr -2, DDE Tn7 FP inh 0 and TCR-CD3 inh 3.
For CC(C)C(C(=O)NCC1CCCO1)N(Cc1cccs1)C(=O)CNS(=O)(=O)c1ccccc1 (configuration not stated) the results were SIAE primary 3, TDP2 absorb 5, LEDGF integ inh -1, PRMT1 inh -2, PG9 binder 0.3, HTRA1 inh -2, ABHD4 inh 3, UHRF1 MBD2 ctr 1, DDE Tn7 FP inh -3 and TCR-CD3 inh 1.
O=C(Cn1nnc(-c2ccccc2F)n1)N1CCCCC1 was read as SIAE primary -2, TDP2 absorb -8, LEDGF integ inh 3, PRMT1 inh -1, PG9 binder 1.0, HTRA1 inh 4, ABHD4 inh 4, UHRF1 MBD2 ctr 0, DDE Tn7 FP inh 5 and TCR-CD3 inh -2.
`COc1ccc(C)cc1NC(=O)CCN1CCCC1` gave SIAE primary -4, TDP2 absorb -3, LEDGF integ inh -1, PRMT1 inh -2, PG9 binder -2.7, HTRA1 inh -6, ABHD4 inh 8, UHRF1 MBD2 ctr 2, DDE Tn7 FP inh -5 and TCR-CD3 inh -5.
`O=S1(=O)CC(N2CCC(c3ccccc3)CC2)CN1C1CCCCC1` (configuration not stated) gave SIAE primary 0, TDP2 absorb 2, LEDGF integ inh -3, PRMT1 inh 3, PG9 binder 2.4, ABHD4 inh 4, UHRF1 MBD2 ctr 0, DDE Tn7 FP inh 4 and TCR-CD3 inh 4.
For CC1(C)CC(=O)C=C(Nc2ccc(S(N)(=O)=O)cc2)C1 the results were SIAE primary -6, TDP2 absorb 5, LEDGF integ inh -3, PRMT1 inh 3, PG9 binder 2.0, HTRA1 inh 2, ABHD4 inh 6, UHRF1 MBD2 ctr 6, DDE Tn7 FP inh 3 and TCR-CD3 inh 2.
For CN(C)/C=C/C(=O)c1ccc(Cl)cc1Cl the results were SIAE primary 2, TDP2 absorb 8, LEDGF integ inh -3, PRMT1 inh 0, PG9 binder 0.0, HTRA1 inh -1, ABHD4 inh 1, UHRF1 MBD2 ctr 2, DDE Tn7 FP inh -7 and TCR-CD3 inh 1.
CCOC(=O)N1CCN(S(=O)(=O)c2ccc(C(=O)Nc3ccc4c(c3)C(=O)NC4=O)cc2)CC1 was read as SIAE primary 6, TDP2 absorb 1, LEDGF integ inh 3, PRMT1 inh -3, PG9 binder 1.0, HTRA1 inh 5, ABHD4 inh -6, UHRF1 MBD2 ctr -3, DDE Tn7 FP inh -4 and TCR-CD3 inh 11.

High-throughput results from PubChem BioAssay.
